# High-throughput results as filed in PubChem BioAssay.
# rCAG RNA binder – binds r(CAG) RNA repeats; r(CAG) RNA repeat, TO-PRO-1 dye displacement fluorescence; inhibition, % at 3 µM; 370,000 tested, 1.3% active; AID 651821;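 active = inhibition above the plate cutoff, the mean of all test compounds on that plate plus 3 SD, cut at about 35% in these data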;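 note: 0% = DMSO alone and 100% = 100 µM mitoxantrone as full dye displacement; higher means more dye released from RNA so lower well fluorescence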
# HTRA1 inhibitor – HTRA1 (human) protease inhibition; recombinant HTRA1, FP-rhodamine activity-based probe, fluorescence polarization; AID 504803; Q92743; 340,000 tested, 0.5% active; inhibition, % at 5.96 µM; in the data active = inhibition above about 36%;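 note: 0% = enzyme with DMSO and 100% = wells lacking enzyme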
# Target sequence (Q92743 whole entry, looked up): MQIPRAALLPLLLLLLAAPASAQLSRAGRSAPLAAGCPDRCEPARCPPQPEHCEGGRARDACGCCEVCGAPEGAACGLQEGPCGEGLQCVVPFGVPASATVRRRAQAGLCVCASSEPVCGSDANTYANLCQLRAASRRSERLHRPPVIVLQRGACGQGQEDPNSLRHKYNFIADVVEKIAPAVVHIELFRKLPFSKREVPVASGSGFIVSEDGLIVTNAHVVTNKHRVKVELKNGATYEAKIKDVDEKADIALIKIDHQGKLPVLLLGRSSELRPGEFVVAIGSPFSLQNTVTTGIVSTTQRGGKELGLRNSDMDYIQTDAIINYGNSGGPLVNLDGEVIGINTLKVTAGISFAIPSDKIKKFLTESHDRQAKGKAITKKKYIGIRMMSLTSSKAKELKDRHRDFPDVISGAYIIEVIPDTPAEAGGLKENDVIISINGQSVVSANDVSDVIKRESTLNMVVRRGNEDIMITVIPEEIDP
# ASAP1 inh – blocks human ASAP1-stimulated Arf1 GTP hydrolysis | GDP FP detection | Q9ULH1 | 360,000 tested, 0.19% active | AID 624377 | inhibition, % at 16.5 µM; in the data active = inhibition above about 25%;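 note: 0% = vehicle with enzyme and substrate and 100% = no enzyme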
# ARFGAP1 inh – rat ARFGAP1 inhibition; inhibition, % at 16.5 µM; Arfgap1-stimulated ARF1 GTP hydrolysis, GDP FP detection; 360,000 tested, 0.26% active; AID 651572; Q62848;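 active = inhibition above a per-plate limit, mean inhibition of low control wells plus 3 SD, cut at about 25% in these data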;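 note: 0% = DMSO wells with enzyme and 100% = wells lacking Arfgap1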
# Target sequence (Q62848 1-136 limits assumed): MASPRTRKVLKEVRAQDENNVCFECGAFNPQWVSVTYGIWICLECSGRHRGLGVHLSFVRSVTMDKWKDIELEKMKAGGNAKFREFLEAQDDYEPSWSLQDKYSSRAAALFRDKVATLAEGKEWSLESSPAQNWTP
#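 Assay system: purified rat His6-Arfgap1 residues 1-136 (GAP domain); Reagent: human Δ17 ARF1 bound to GTP; Dosing: 16.5 µM single point, 1.26% DMSO; Times: GTP hydrolysis reaction 2 h at 25 °C; Signal: FP, GDP Alexa 633 tracer displaced from anti-GDP antibody, 620/688 nm; Measure: % inhibition from polarization.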
# GC-B act – GC-B (human) receptor activation | AID 1920062 | HEK293-GC-B cells, CNP EC30, cGMP TR-FRET; 0% at EC30 CNP, 100% saturating CNP | activation, % at 10 µM | P20594 | 370,000 tested, 0.11% active;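 active = activation at 10 µM reaching about 35% in either raw or pattern-adjusted values, limit read from the data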
# PG9 Ab binder – small molecules binding HIV-1 gp120 antibody PG9 | 360,000 tested, 0.43% active | AID 624416 | inhibition, % at 6.7 µM | TR-FRET gp120-PG9 antibody binding; in the data active = inhibition above about 8.5%
# ABHD4 inh – inhibits mouse alpha/beta hydrolase domain 4; purified mABHD4, FP-Rh probe fluorescence polarization; inhibition, % at 8.92 µM; 370,000 tested, 0.54% active;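 active = inhibition exceeding the mean over every tested compound plus 3 SD, cut at about 30% in these data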;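 note: 0% = plate median of compound wells and 100% = S159A mutant with DMSO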
#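 system = mouse ABHD4 enzyme, wild type | medium = HEPES pH 7.0, NaCl, Pluronic buffer | also added = FP-Rh probe | incubation = Enzyme–compound pre-incubation 45 min, then probe 60 min, both 25 °C | technique = fluorescence polarization, excitation 525 nm, emission 598 nm, BODIPY TMR filters | controls = S159A mutant high control, sample median low control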
# GC-A act – GC-A (human) enzyme activation | P16066 | 370,000 tested, 0.14% active | AID 1671463 | activation, % at 10 µM | HEK293 GC-A cells, cGMP TR-FRET, EC30 ANP; 0% at EC30 ANP, 100% saturating ANP; in the data active = activation above about 40%
# Rev-erbA mod – modulators of human Rev-erb alpha DNA binding | P20393 | Rev-erbα–FITC-DNA binding, fluorescence polarization, 90 min | activity, % at 10 µM | 370,000 tested, 0.79% active;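 active = activity above about 14%, limit read from the data; passing the limit was not always enough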;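 note: 0% = DMSO wells with 35 nM protein and 100% = DMSO wells with 750 nM protein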
# SMARCA2 act – activators of SMARCA2 function | MG213 cells, MMTV-luciferase reporter, dexamethasone, overnight | activation, % at 9.1 µM | 370,000 tested, 1% active; in the data active = activation above about 7.8%;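 note: 0% = vehicle wells and 100% = reference activator wells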
# The depositor's hits bear a star; nt = no result given. Not a hit list, and some 4.4% of all compounds hit somewhere here.
# Labels used below – A = rCAG RNA binder; B = HTRA1 inhibitor; C = ASAP1 inh; D = ARFGAP1 inh; E = GC-B act; F = PG9 Ab binder; G = ABHD4 inh; H = GC-A act; I = Rev-erbA mod; J = SMARCA2 act
compound: C/C(=N/NS(=O)(=O)c1ccc(C(C)(C)C)cc1)c1ccc2c(c1)OCO2
  A = 10.4; B = -19.9; C = -13.6; D = 6.0; E = 0.7; F = -1.1; G = -3.1; H = 0.2; I = 2.1; J = -3.3

compound: CSc1nc(C)c(Cl)c(C)c1C#N
  A = 0.8; B = -0.6; C = -5.0; D = 1.6; E = -2.4; F = 1.2; G = -2.6; H = 1.6; I = 0.2; J = -2.1

compound: O=C(Cc1ccc(Br)cc1)NCCN1CCOCC1
  A = 1.9; B = 2.5; C = 0.6; D = 10.1; E = 6.2; F = -2.1; G = -0.1; H = -3.5; I = 3.5; J = 5.3

compound: COc1cccc(-c2nc(-c3ccccc3)no2)c1
  A = 0.9; B = -3.4; C = 4.4; D = 3.8; E = -2.2; F = -2.0; G = -0.3; H = 5.6; I = -0.2; J = 8.8*

compound: CN(CCOc1ccccc1)C(=O)CCc1nc2sc3c(c2c(=O)[nH]1)CCCC3
  A = 2.1; B = -15.3; C = -6.7; D = -2.2; E = -7.7; F = 0.2; G = 0.4; H = -3.5; I = 6.1; J = 0.6

compound: Cc1ccnc(SCc2cn3c(C)cccc3n2)n1
  A = -3.9; B = 3.2; C = 4.3; D = -12.7; E = 1.7; F = -1.1; G = -1.4; H = 1.5; I = -1.9; J = 1.7

compound: CCc1cc(=O)[nH]c(SCC(=O)N2CCOCC2)n1
  A = 1.0; B = 4.2; C = 11.5; D = 13.3; E = 4.8; F = -1.9; G = -2.4; H = 2.8; I = 1.5; J = 0.2

compound: CN(C(=S)NC(=O)C1(C)CC1(Cl)Cl)c1ccccc1 (configuration not stated)
  A = 0.7; B = 5.4; C = -0.2; D = 2.6; E = 5.7; F = 1.3; G = 3.8; H = 8.2; I = -1.2; J = -3.2

compound: Nc1[nH]c(C(=O)c2ccccc2)c(-c2cccc3ccccc23)c1C(=O)NCc1ccc(F)c(F)c1
  A = 8.3; B = nt; C = -1.0; D = 9.2; E = 5.5; F = 0.3; G = -1.4; H = -4.6; I = -2.6; J = -0.9

compound: Cc1ccc(O)c(C(=O)c2cc(C#N)c(=O)n(CC3CCCO3)c2)c1 (configuration not stated)
  A = 3.8; B = -1.6; C = 15.8; D = 7.9; E = 5.8; F = -0.6; G = 0.5; H = -1.9; I = 2.0; J = 0.8

compound: Cc1ccc(/C=C2\SC(=S)N(CCC(=O)Nc3cccnc3)C2=O)cc1
  A = -2.6; B = 2.5; C = 16.9; D = 6.2; E = -5.2; F = 0.6; G = -5.7; H = -6.9; I = -4.3; J = -2.9

compound: O=C(Nc1cccnc1)C1(c2ccc(Cl)cc2)CCCC1
  A = -5.2; B = -4.5; C = -0.1; D = -2.6; E = -13.2; F = -0.2; G = -5.3; H = -12.3; I = 3.5; J = 0.7

compound: CCN1C(=O)[C@H]2[C@@H](c3ccc(OC)cc3)N[C@]3(CCCN(Cc4ccc(F)cc4)C3=O)[C@H]2C1=O
  A = -0.5; B = 4.2; C = 7.3; D = 9.5; E = 2.2; F = -1.6; G = 8.6; H = 0.9; I = 2.1; J = -2.8

compound: CCC(=O)Nc1c(C(=O)N2CCCCCC2)cnn1-c1ccc(C)c(C)c1
  A = -6.8; B = 0.1; C = -7.3; D = 2.3; E = 6.3; F = 0.3; G = 5.1; H = -1.1; I = 2.6; J = -3.2

compound: O=C(/C=C/c1ccco1)NCCCN1CCN(CCCNC(=O)/C=C/c2ccco2)CC1
  A = 4.3; B = 3.3; C = -4.0; D = 1.4; E = 0.1; F = -1.4; G = -5.6; H = -2.0; I = 1.5; J = 0.1

compound: COC(=O)c1ccc(C(=O)N2CCCC(N3CCN(c4ccccc4)CC3)C2)nc1 (configuration not stated)
  A = -6.5; B = 7.2; C = 2.0; D = 1.5; E = 0.1; F = 0.6; G = 3.6; H = 3.1; I = -2.0; J = -0.4

compound: COc1ccc(N(CC(=O)N2CCOCC2)S(C)(=O)=O)cc1OC
  A = 0.2; B = 2.1; C = 2.4; D = -7.7; E = 1.2; F = -0.7; G = 7.0; H = -2.4; I = 5.5; J = 0.1

compound: O=C(Nc1nccs1)c1cccc(NC(=O)C(F)(F)F)c1
  A = -4.9; B = -8.4; C = -4.5; D = 4.1; E = 3.5; F = 0.1; G = 1.0; H = -3.3; I = 0.7; J = 2.3

compound: Clc1ccc(C(c2ccccc2)N2CCNCC2)cc1 (configuration not stated)
  A = 5.4; B = -1.7; C = -1.4; D = 12.3; E = -12.5; F = 2.4; G = 13.3; H = -34.0; I = 0.3; J = -3.5

compound: O=[N+]([O-])c1ccc(NC(=S)N2CCN(c3ccccc3)CC2)cc1
  A = 2.3; B = -2.1; C = 0.6; D = 10.8; E = 6.0; F = -0.1; G = 5.2; H = -1.8; I = -2.0; J = 1.0

compound: C=CCn1c(N2C(=O)CC(Cc3ccccc3)C2=O)nc2ccccc21 (configuration not stated)
  A = -6.3; B = -12.5; C = -6.4; D = 12.3; E = -3.3; F = -1.0; G = -1.3; H = 4.6; I = -0.7; J = -2.6

compound: CC1CCN(C(=O)CSc2nnc(-c3cccs3)o2)CC1
  A = -1.9; B = -0.7; C = 7.5; D = -15.8; E = 0.1; F = -2.0; G = -5.7; H = 2.6; I = -5.1; J = -1.4

compound: O=C(ONC(=O)C1CCCCC1C(=O)NOC(=O)c1ccccc1)c1ccccc1 (configuration not stated)
  A = 0.7; B = -3.3; C = 1.3; D = 14.5; E = 9.4; F = -0.1; G = -4.1; H = -2.2; I = -2.4; J = -1.9

compound: COC(=O)c1ccc2nc(C3CCCCC3)c3c(c2c1)CCC3
  A = 3.8; B = -6.2; C = 9.3; D = 5.8; E = -5.6; F = 0.3; G = 2.2; H = -5.6; I = 1.5; J = -0.8

# Single records, from the list above.
# Nc1[nH]c(C(=O)c2ccccc2)c(-c2cccc3ccccc23)c1C(=O)NCc1ccc(F)c(F)c1 as listed: rCAG RNA binder: 8.3; HTRA1 inhibitor: nt; ASAP1 inh: -1.0; ARFGAP1 inh: 9.2; GC-B act: 5.5; PG9 Ab binder: 0.3; ABHD4 inh: -1.4; GC-A act: -4.6; Rev-erbA mod: -2.6; SMARCA2 act: -0.9
# C=CCn1c(N2C(=O)CC(Cc3ccccc3)C2=O)nc2ccccc21 (configuration not stated) as listed: rCAG RNA binder: -6.3; HTRA1 inhibitor: -12.5; ASAP1 inh: -6.4; ARFGAP1 inh: 12.3; GC-B act: -3.3; PG9 Ab binder: -1.0; ABHD4 inh: -1.3; GC-A act: 4.6; Rev-erbA mod: -0.7; SMARCA2 act: -2.6

# Ordered by value in ABHD4 inh (ascending): some entries from above.
Structure | ABHD4 inh
O=C(Nc1cccnc1)C1(c2ccc(Cl)cc2)CCCC1 | -5.3
Nc1[nH]c(C(=O)c2ccccc2)c(-c2cccc3ccccc23)c1C(=O)NCc1ccc(F)c(F)c1 | -1.4
O=C(Nc1nccs1)c1cccc(NC(=O)C(F)(F)F)c1 | 1.0
COC(=O)c1ccc2nc(C3CCCCC3)c3c(c2c1)CCC3 | 2.2
